CIT2 TOR yeast: alters CIT2-GFP fluorescence in TOR pathway yeast screen; S. cerevisiae CIT2-GFP strain, flow cytometry, 3 h; 100 means same as DMSO wells; GFP response vs DMSO, % at 10 µM; 320,000 compounds, 0.065% hits; AID 2029;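 active means GFP response relative to DMSO above a set limit, near the screen mean plus 3 SD, cut at about 150% in these data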;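 further: ratio of well median GFP fluorescence to mean of DMSO wells on the plate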
RPL19A TOR yeast: alters RPL19A-GFP fluorescence in TOR pathway yeast screen | 330,000 compounds, 0.3% hits | S. cerevisiae RPL19A-GFP strain, flow cytometry, 3 h; active compounds read low | percent response vs DMSO, % at 10 µM;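 active means percent response vs DMSO below 50%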;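 further: median channel GFP fluorescence of the barcoded RPL19A-GFP strain; ratio of sample median GFP to plate DMSO average so 100% = DMSO; lower means less RPL19A-GFP as with rapamycin TOR inhibition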
MEP2-GFP yeast: modulators of TOR pathway MEP2-GFP in S. cerevisiae | S. cerevisiae MEP2-GFP strain, flow cytometry GFP, 3 h; 100% = DMSO control level | GFP response vs DMSO, % at 10 µM | AID 2016 | 330,000 compounds, 0.51% hits;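 active means GFP response versus DMSO above a set limit, roughly screen mean plus 3 SD, cut at about 180% in these data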;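 further: median GFP fluorescence of the barcode-gated MEP2-GFP cells per well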
GRK2 inh: human GRK2 inhibition via aptamer displacement; P25098; bead flow cytometry, FAM-aptamer displacement from GRK2; inhibition of aptamer binding, % at 10 µM; 330,000 compounds, 0.59% hits; AID 488847;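 active means inhibition of aptamer binding above 40%, roughly 3 SD of noise, on plates passing a quality check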;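 further: median bead fluorescence of bound FAM aptamer so fluorescent compounds give negative values; no value below 0 was filed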
Target sequence (P25098 whole entry, looked up): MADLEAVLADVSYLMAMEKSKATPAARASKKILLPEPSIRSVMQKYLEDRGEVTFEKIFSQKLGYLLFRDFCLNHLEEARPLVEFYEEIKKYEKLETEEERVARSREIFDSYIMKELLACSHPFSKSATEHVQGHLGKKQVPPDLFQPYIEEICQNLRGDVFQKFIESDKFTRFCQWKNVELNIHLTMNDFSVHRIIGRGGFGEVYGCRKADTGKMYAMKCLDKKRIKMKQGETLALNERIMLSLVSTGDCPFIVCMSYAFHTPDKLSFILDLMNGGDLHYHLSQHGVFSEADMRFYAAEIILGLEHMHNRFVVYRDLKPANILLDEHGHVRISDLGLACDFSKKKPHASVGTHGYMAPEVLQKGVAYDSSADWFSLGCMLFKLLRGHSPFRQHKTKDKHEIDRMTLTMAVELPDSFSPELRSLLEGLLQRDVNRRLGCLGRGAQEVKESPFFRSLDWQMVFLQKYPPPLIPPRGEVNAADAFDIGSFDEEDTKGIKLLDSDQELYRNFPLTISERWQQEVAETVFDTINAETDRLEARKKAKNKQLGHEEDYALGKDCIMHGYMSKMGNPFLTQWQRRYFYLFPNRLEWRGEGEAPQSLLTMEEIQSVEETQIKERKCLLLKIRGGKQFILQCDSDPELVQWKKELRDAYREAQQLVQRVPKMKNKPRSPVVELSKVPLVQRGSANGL
AGP1 TOR yeast: alters AGP1-GFP fluorescence in TOR pathway yeast screen. S. cerevisiae AGP1-GFP multiplex flow cytometry, 3 h; GFP as percent of DMSO wells. GFP response vs DMSO, % at 10 µM. 320,000 compounds, 0.02% hits;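 active means GFP response relative to DMSO above a set limit, near screen average plus 3 SD, cut at about 150% in these data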;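 further: median GFP channel fluorescence of the gated AGP1 strain per well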
LAP4 TOR yeast: modulators of TOR pathway LAP4-GFP in S. cerevisiae; S. cerevisiae LAP4-GFP multiplex, flow cytometry GFP, 3 h; median GFP as percent of DMSO wells; GFP response vs DMSO, % at 10 µM; 320,000 compounds, 0.34% hits;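 active means GFP response vs DMSO above a set limit, about the screen mean plus 3 SD, cut at about 150% in these data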
VLA-4 inh: inhibition in a human VLA-4 binding assay; inhibition, % (about 7 µM as worked out from the volumes in the protocol); 330,000 compounds, 0.2% hits; P13612; AID 2557; VLA-4 expressing cells, ligand binding flow cytometry; in the data active means inhibition above about 50%
CR mimetic SO: lowers age-related superoxide in aged yeast cells. S. cerevisiae aged cells, superoxide DHE fluorescence; active compounds read low. superoxide response (% of plate mean), % at 10 µM. 330,000 compounds, 0.18% hits;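 active means superoxide response under a set limit, about three screen SD below normal, cut at about 65% in these data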;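 further: yeast aged for seven days with compound at 30 °C before DHE staining; 100% = average MFI of all compound-treated wells on the plate with controls excluded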
An asterisk follows results filed as active; / = not tested or not shown. Outcome played no part in choosing rows; about 1.7% have a hit in one of these screens.

SMILES	CIT2 TOR yeast	RPL19A TOR yeast	MEP2-GFP yeast	GRK2 inh	AGP1 TOR yeast	LAP4 TOR yeast	VLA-4 inh	CR mimetic SO
COc1ccc(-c2nnc(SCC(=O)NNC(=O)Cc3ccccc3)n2C)cc1OC	98	103	96	1	93	88	12	100
CCC1(c2ccccc2)NC(=O)N(CC(=O)N2CCc3ccccc32)C1=O (stereo not drawn)	102	112	101	2	103	100	14	108
Cc1cc(C)c(S(=O)(=O)N2CCCC(C(=O)NC3CC3)C2)c(C)c1 (stereo not drawn)	103	106	100	0	98	76	-4	108
Cc1oc(-c2ccc(Cl)cc2)cc1C(=O)NC1CCN(Cc2ccccc2)CC1	96	94	94	0	95	109	-10	117
CC#CCOC(=O)c1c(C)nc2sc3c(c2c1N)CCC(O)C3 (stereo not drawn)	94	104	100	2	93	108	-2	94
CCCCn1c(SCC(=O)Nc2cccc(C)n2)nnc1-c1ccco1	92	93	80	3	/	73	0	117
COc1ccc(CCNCC(C)c2ccccc2)cc1 (stereo not drawn)	94	101	100	4	98	104	10	109
C/C(=C\C(=O)Nc1cc(C)on1)c1ccccc1	108	/	96	5	92	88	3	112
O=C(O)C1CCN(C(=O)OCc2ccccc2)CC1	/	94	96	0	94	87	0	107
Cc1ccc(NC(=S)NCCO)c(C)c1	102	/	109	1	98	98	5	102
COc1ccccc1-n1c(SCC(=O)NC2CCCCC2)nc2c(c1=O)SCC2	101	100	102	0	101	106	-6	91
COc1ccc(/C=C(/NC(=O)c2cccs2)C(=O)N2CCOCC2)cc1OC	106	108	107	2	105	101	-6	93
COC(=O)[C@@H]1C[C@H]1[C@@H](NC(=O)c1ccccc1)c1ccccc1	98	98	83	0	83	96	-6	109
C[C@@H](CN1C(=O)C(=O)NC[C@@H]1C)NC(=O)CC12CC3CC(CC(C3)C1)C2	88	97	90	1	84	129	-5	103
O=C1CCC(C(=O)N2CCCC(C(=O)c3ccc4ccccc4c3)C2)=NN1 (stereo not drawn)	102	97	96	5	100	101	8	105

Given bar-delimited: part of the list above.
SMILES | CIT2 TOR yeast | RPL19A TOR yeast | MEP2-GFP yeast | GRK2 inh | AGP1 TOR yeast | LAP4 TOR yeast | VLA-4 inh | CR mimetic SO
COc1ccc(-c2nnc(SCC(=O)NNC(=O)Cc3ccccc3)n2C)cc1OC | 98 | 103 | 96 | 1 | 93 | 88 | 12 | 100
CCC1(c2ccccc2)NC(=O)N(CC(=O)N2CCc3ccccc32)C1=O (stereo not drawn) | 102 | 112 | 101 | 2 | 103 | 100 | 14 | 108
Cc1cc(C)c(S(=O)(=O)N2CCCC(C(=O)NC3CC3)C2)c(C)c1 (stereo not drawn) | 103 | 106 | 100 | 0 | 98 | 76 | -4 | 108
Cc1oc(-c2ccc(Cl)cc2)cc1C(=O)NC1CCN(Cc2ccccc2)CC1 | 96 | 94 | 94 | 0 | 95 | 109 | -10 | 117
CC#CCOC(=O)c1c(C)nc2sc3c(c2c1N)CCC(O)C3 (stereo not drawn) | 94 | 104 | 100 | 2 | 93 | 108 | -2 | 94
CCCCn1c(SCC(=O)Nc2cccc(C)n2)nnc1-c1ccco1 | 92 | 93 | 80 | 3 | / | 73 | 0 | 117
COc1ccc(CCNCC(C)c2ccccc2)cc1 (stereo not drawn) | 94 | 101 | 100 | 4 | 98 | 104 | 10 | 109
C/C(=C\C(=O)Nc1cc(C)on1)c1ccccc1 | 108 | / | 96 | 5 | 92 | 88 | 3 | 112
O=C(O)C1CCN(C(=O)OCc2ccccc2)CC1 | / | 94 | 96 | 0 | 94 | 87 | 0 | 107
Cc1ccc(NC(=S)NCCO)c(C)c1 | 102 | / | 109 | 1 | 98 | 98 | 5 | 102
COc1ccccc1-n1c(SCC(=O)NC2CCCCC2)nc2c(c1=O)SCC2 | 101 | 100 | 102 | 0 | 101 | 106 | -6 | 91
COc1ccc(/C=C(/NC(=O)c2cccs2)C(=O)N2CCOCC2)cc1OC | 106 | 108 | 107 | 2 | 105 | 101 | -6 | 93
COC(=O)[C@@H]1C[C@H]1[C@@H](NC(=O)c1ccccc1)c1ccccc1 | 98 | 98 | 83 | 0 | 83 | 96 | -6 | 109
C[C@@H](CN1C(=O)C(=O)NC[C@@H]1C)NC(=O)CC12CC3CC(CC(C3)C1)C2 | 88 | 97 | 90 | 1 | 84 | 129 | -5 | 103
O=C1CCC(C(=O)N2CCCC(C(=O)c3ccc4ccccc4c3)C2)=NN1 (stereo not drawn) | 102 | 97 | 96 | 5 | 100 | 101 | 8 | 105

Continuation:
SMILES	CIT2 TOR yeast	RPL19A TOR yeast	MEP2-GFP yeast	GRK2 inh	AGP1 TOR yeast	LAP4 TOR yeast	VLA-4 inh	CR mimetic SO
CN1CCN(S(=O)(=O)c2ccc(NC(=O)c3ccc(F)cc3Cl)cc2)CC1	103	104	108	0	98	96	10	108
CCOc1ccc(NC(=O)CSc2nnc(N)s2)c([N+](=O)[O-])c1	101	108	69	5	80	108	0	111
COC(=O)c1cc(C)nc2c1C(=O)C(=O)C=C2N1CCOCC1	103	102	102	14	100	95	-5	112
O=C(Nc1ccccc1C(=O)N1CCOCC1)c1cc2ccccc2o1	107	103	107	0	108	104	3	99
COc1ccc(OCC(O)CN(CC(O)COc2ccc(OC)cc2)c2cccc(O)c2)cc1 (stereo not drawn)	91	97	89	2	101	104	-11	90
O=C(CCc1ccccc1)Oc1ccccc1[N+](=O)[O-]	93	107	102	17	104	116	1	103
CCOc1ccc(/C(O)=C2/C(=O)C(=O)N(CCOCCO)C2c2ccc(F)cc2)cc1 (stereo not drawn)	108	98	104	0	107	106	11	107
CS(=O)(=O)N1CCN(c2c(Cl)cccc2[N+](=O)[O-])CC1	/	98	97	1	95	95	5	89
CCN(CC)S(=O)(=O)c1ccc(C(=O)NCCc2cc3c(OC)ccc(OC)c3[nH]c2=O)cc1	92	100	98	3	99	103	11	92
CNS(=O)(=O)c1ccc2nc(NC(=O)c3ccc(N4C(=O)CCC4=O)cc3)sc2c1	99	96	100	2	98	90	-10	80
CCCCn1c(N)c(N(CC(C)C)C(=O)C2=COCCO2)c(=O)[nH]c1=O	96	95	95	0	91	94	-5	88
S=c1[nH]c2cc(Cl)ccc2s1	99	96	105	0	110	106	5	88
C=CCn1nc(-c2ccccc2)c2c(C)onc2c1=O	100	86	101	0	88	82	15	97
CCOC(=O)Nc1ccc2c(c1)Nc1ccccc1S2	89	97	99	0	93	122	31	81
O=C(Nc1ccsc1C(=O)NC1CCCCC1)c1ccc(F)cc1	97	98	99	6	103	99	-3	88
COC(=O)c1cc(NC(=O)C2C3C=CC(C3)C2C(=O)O)cc(C(=O)OC)c1 (stereo not drawn)	102	101	97	0	/	100	3	102
Cc1ccc(NS(=O)(=O)c2cccc(C(=O)N/N=C/c3c(C)nn(-c4ccccc4)c3N3CCCC3)c2)c(C)c1	98	102	108	2	100	105	-3	123
C=CCN(CC=C)C(=O)CCc1nnc(CCc2c[nH]c3ccccc23)o1	94	98	98	1	101	97	12	104
CCCn1c(SCC(=O)NC2CCCC(C)C2C)n[nH]c1=O (stereo not drawn)	101	100	103	1	100	108	2	99
O=C(/C=C\Nc1ccc(S(=O)(=O)Nc2ncccn2)cc1)c1cccc2ccccc12	107	108	112	0	113	115	6	106
CCN1CCN(c2ccc(NC(=O)COc3ccccc3Cl)cc2)CC1	100	98	98	5	/	102	1	96
CSc1ccccc1OCc1cc(C(=O)N2CCC(c3ccncc3)CC2)no1	103	101	105	0	103	119	-1	90
O=C(CC1Sc2ccccc2NC1=O)OCc1cc(=O)oc2cc(O)ccc12 (stereo not drawn)	111	106	107	3	107	103	2	97
N#Cc1c(-c2ccccc2)nc(SCc2cccc(C(F)(F)F)c2)[nH]c1=O	107	104	106	2	98	93	7	120
COc1ccc2nc(SCC(=O)NCc3ccc(OC)c(OC)c3)[nH]c2c1	97	104	103	0	101	90	17	108
CCc1ccc(NC(=O)C(=O)NCCN2CCN(C(=O)c3ccco3)CC2)cc1	104	107	114	3	100	110	8	116
Cc1nn(CC(=O)Nc2ccc(S(=O)(=O)N(C)C)cc2)c(C)c1[N+](=O)[O-]	103	93	110	0	111	121	4	86
O=C(NCCOc1ccccc1Cl)C(=O)NCCOc1ccccc1Cl	104	98	105	1	101	101	-57	86
O=C(CSc1nc(O)c(Cc2ccccc2)c(=O)[nH]1)Nc1ccccc1	97	98	108	7	102	103	3	104
CC(C)(C)NC(=O)C(c1ccc(O)cc1)N(C(=O)Cn1nnc(-c2ccc(F)cc2)n1)c1ccccc1F (stereo not drawn)	94	94	93	2	93	100	-2	113
CCOC(=O)C1CCN(C(c2cc3ccc(C)cc3[nH]c2=O)c2nnnn2C2CCCCC2)CC1 (stereo not drawn)	110	102	102	0	102	101	10	69
C/C(N)=C(/C#N)C(=O)CSc1n[nH]c(-c2ccccc2Br)n1	/	100	99	0	105	90	7	100
Brc1ccc(N=C(c2ccccc2)c2ccncc2)cc1	103	102	105	0	97	97	7	100
O=C(NCc1ccc(F)cc1)C1CCC(CNS(=O)(=O)c2cccs2)CC1 (stereo not drawn)	98	104	106	4	99	101	8	101
C[C@@H](NC(=O)Cn1cnc2c(OCc3ccccc3)ncnc21)c1cccc2ccccc12	88	92	88	0	96	87	36	113
N#CCCCSc1nnc(CSc2nc3ccccc3s2)n1-c1ccccc1	105	100	102	0	104	101	-3	97
Cc1nonc1NC(=O)CSc1ccc(-c2ccccc2)nn1	116	106	100	0	98	97	15	92
Cc1ccc([N+](=O)[O-])cc1NC(=S)NC(=O)CC(C)(C)C	95	95	96	2	93	101	12	76
CN=C1SC(CC(=O)Nc2cc(Cl)ccc2Cl)C(=O)N1C (stereo not drawn)	97	98	98	0	102	100	8	110
COc1ccc2oc(-c3ccccc3)c(C(=O)O)c2c1	78	104	101	2	95	106	-6	141
O=C(CN1C(=O)NC2(CCCCCC2)C1=O)N1CCN(c2ccc(F)cc2)CC1	102	101	99	0	104	99	0	88
CSc1nnc(-c2ccccc2Cl)n1N	101	101	113	0	104	104	-4	108
O=C(Nc1cc(Sc2nc3ccccc3s2)cc([N+](=O)[O-])c1)c1cccc(F)c1F	102	102	99	0	97	97	2	92
CCOC(=O)c1sc(NC(=O)CSc2ncn(-c3ccccc3)n2)nc1C	100	98	101	0	102	107	2	98
O=C(Nc1nc(-c2ccccn2)cs1)c1ccc2c(c1)OCCO2	98	93	98	3	91	123	34	91
Cc1cccc(OCCCC(=O)Nc2ccc(N3CCCCC3)cc2)c1	107	102	112	0	107	106	9	107
CC1CCCCN1C(C(=O)O)c1ccccc1 (stereo not drawn)	98	93	100	2	101	95	3	113
COc1cc(C2C(Oc3ccccc3C)C(=O)N2Cc2ccc(F)cc2)cc(OC)c1OC (stereo not drawn)	108	100	95	2	103	109	7	113
COc1ccc(N(CC(=O)N2c3ccccc3CC2C)S(=O)(=O)c2c(C)noc2C)cc1 (stereo not drawn)	102	100	100	2	109	104	6	106
CC12CCC(=O)C=C1CCC1C2C(=O)CC2(C)C1CCC2(O)C(=O)CO (stereo not drawn)	97	99	142	2	93	99	7	101
O=C(CCn1cnc2ccccc2c1=O)Nc1cccc(Cl)c1	111	101	99	0	103	100	0	107
O=C(CCCC(=O)N(CC(=O)NC1CCCCC1)c1cccc(F)c1)Nc1ccccn1	104	105	105	2	108	93	23	83

Screens deposited in PubChem BioAssay by NMMLSC.
